Neddylation inh = inhibitors of cullin neddylation, primary screen, biochemical, TR-FRET, uHTS, NAE and Ubc12; NEDD8-conjugating enzyme Ubc12 (Homo sapiens) + NEDD8-activating enzyme E1 regulatory …; calls only at 25 µM; 0.58% of 360,000 active; AID 651699, 2012; in the data active = inhibition above about 36%
Target sequence (P61081 whole entry, looked up): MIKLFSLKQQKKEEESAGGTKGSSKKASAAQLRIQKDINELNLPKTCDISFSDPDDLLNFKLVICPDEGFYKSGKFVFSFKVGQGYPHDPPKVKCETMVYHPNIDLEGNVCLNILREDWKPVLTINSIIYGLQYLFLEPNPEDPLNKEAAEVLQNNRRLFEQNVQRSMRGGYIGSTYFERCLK
Target sequence (Q13564 whole entry, looked up): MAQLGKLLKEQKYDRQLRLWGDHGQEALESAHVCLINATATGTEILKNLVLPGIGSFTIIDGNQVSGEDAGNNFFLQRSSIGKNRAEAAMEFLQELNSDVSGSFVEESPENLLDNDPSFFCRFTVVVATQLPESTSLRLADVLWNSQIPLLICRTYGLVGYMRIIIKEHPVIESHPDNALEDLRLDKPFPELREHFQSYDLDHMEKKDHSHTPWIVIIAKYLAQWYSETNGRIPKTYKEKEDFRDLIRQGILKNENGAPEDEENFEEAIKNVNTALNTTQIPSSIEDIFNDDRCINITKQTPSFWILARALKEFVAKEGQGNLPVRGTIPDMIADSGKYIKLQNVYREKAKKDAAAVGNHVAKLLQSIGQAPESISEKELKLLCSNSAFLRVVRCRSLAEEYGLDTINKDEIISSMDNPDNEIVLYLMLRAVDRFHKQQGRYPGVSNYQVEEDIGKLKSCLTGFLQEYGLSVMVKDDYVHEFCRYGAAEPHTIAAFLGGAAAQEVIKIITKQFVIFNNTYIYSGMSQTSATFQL
Scp1 inh = Scp-1 phosphatase inhibitors, primary screen, biochemical, colorimetric, uHTS | Carboxy-terminal domain RNA polymerase II polypeptide A small phosphatase 1 (Homo … | Recombinant Scp1, phosphopeptide, malachite green phosphate absorbance | inhibition, % at 20 µM | 0.88% of 340,000 active;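 active = inhibition above about 50% at 20 µM, limit read from the data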;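 note: plate controls were DMSO wells with enzyme for no effect and wells lacking enzyme for full effect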
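assay system = SCP-1 phosphatase catalytic domain, residues 76-261 | buffer or medium = 50 mM Tris acetate pH 5.5, 0.005% Tween-20, 10 mM MgCl2 | incubation = enzyme reaction 45 min at room temperature, colour 5 min, stabilisation 30 min | signal = Phosphate-binding colour reagent, absorbance read at 630 nm | measure = % inhibition at 20 µM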
DNMT1 inh = human DNMT1 methyltransferase inhibitors, primary screen, biochemical, molecular beacon, fluorescence, HinP1I cleavage, uHTS; DNA (cytosine-5)-methyltransferase 1 (Homo sapiens), P26358; inhibition (reported as % activation of signal), % at 10 µM; 0.83% of 360,000 active; in the data active = inhibition above about 50%
NadD block = inhibitors of S. aureus NadD, primary screen, biochemical, colorimetric, uHTS | Nicotinate-nucleotide adenylyltransferase NadD (Staphylococcus aureus N315) | purified NadD enzyme, colorimetric absorbance read-out | inhibition, % at 20 µM | 0.78% of 360,000 active; in the data active = inhibition above about 26%; note: some compounds past the cut are filed as inactive
LMPTP block = LMPTP phosphatase inhibitors, primary screen, biochemical, fluorescence intensity, uHTS. inhibition, % at 20 µM. recombinant LMPTP-A, OMFP fluorogenic substrate. 0.22% of 360,000 active. Low molecular weight phosphotyrosine protein phosphatase (Homo sapiens), P24666;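 active = compounds that cut the enzyme signal by at least half of the control window in the single-dose screen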;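 note: plate controls were DMSO wells with enzyme plus substrate for no effect and substrate without enzyme for full effect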
Target sequence (P24666 whole entry, looked up): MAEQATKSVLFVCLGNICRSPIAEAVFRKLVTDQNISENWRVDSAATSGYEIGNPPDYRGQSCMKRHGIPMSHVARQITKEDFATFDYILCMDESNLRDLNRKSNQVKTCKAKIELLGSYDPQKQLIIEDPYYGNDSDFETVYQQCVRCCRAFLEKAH
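Test system: LMPTP-A phosphatase enzyme; input: 0.625 nM LMPTP-A final; reagent: OMFP substrate, 400 µM final; compound dosing: 20 µM single dose, 3% DMSO; incubation: 50 min dark incubation at room temperature; measured by: endpoint fluorescence intensity from OMFP dephosphorylation; measure: % inhibition relative to no-enzyme and uninhibited control wells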
NRP1-CendR mod = modulators of CendR peptide binding to NRP-1, primary screen, biochemical, fluorescence polarization, uHTS; Neuropilin-1 (Homo sapiens), O14786; FAM-RPARPAR peptide binding to NRP-1; inhibition, % at 25 µM; 0.85% of 360,000 active; AID 602438, 2012;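 active = inhibition or corrected inhibition above about 18%, plus a signal ratio from 0.5 to 1.5, limit read from the data, passing the limit was not always enough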; note: strong numbers were not always called active
Tb MetRS inh = T. brucei MetRS inhibitors, primary screen, biochemical, luminescence. inhibition, % at 11.9 µM. AID 624268, 2012. methionyl-tRNA synthetase (Trypanosoma brucei brucei). 0.4% of 360,000 active. purified T. brucei MetRS, ATP depletion, Kinase-Glo luminescence;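 active = inhibition above a per-plate cutoff of the control wells' mean inhibition plus 3 SD, cut at about 5.5% in these data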;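 note: 0% = DMSO wells median and 100% = median of wells with control inhibitor compound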
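System: purified T. brucei MetRS enzyme / Detection: Kinase-Glo luciferase luminescence reporting remaining unconsumed ATP / Medium: HEPES buffer with MgCl2, KCl, DTT, spermine, BSA, pyrophosphatase / Replication: singlicate, one well per compound / Evaluation: percent inhibition relative to median high and low control wells / Schedule: 2 h aminoacylation at 25 °C after 15 min preincubation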
STEP block = STEP phosphatase inhibitors, primary screen, biochemical, fluorescence intensity, uHTS | recombinant STEP, OMFP fluorogenic substrate | inhibition, % at 20 µM | 0.25% of 360,000 active;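 active = inhibition at 20 µM, scaled per plate between control wells, above about 37%, limit read from the data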;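 note: 0% = DMSO with enzyme and substrate and 100% = substrate only without enzyme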
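medium = Bis-Tris buffer pH 6.0, 2.5 mM DTT, 0.005% Tween 20 | test system = STEP (striatal-enriched tyrosine phosphatase) enzyme, cell-free | measure = normalized % inhibition | compound dosing = 20 µM, 1% DMSO | also added = 25 µM OMFP | schedule = reaction 20 min, ambient temperature | measured by = fluorescence read at 480 nm ex / 540 nm em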
SUMO1-SIM PPI = modulators of SUMO1 protein-protein interactions, primary screen, biochemical, uHTS; Small ubiquitin-related modifier 1 (Homo sapiens), P63165; SUMO1 binding to a labelled peptide, TR-FRET, 1 h; inhibition, % at 20 µM; 0.33% of 360,000 active; in the data active = inhibition above about 37%
Target sequence (P63165 whole entry, looked up): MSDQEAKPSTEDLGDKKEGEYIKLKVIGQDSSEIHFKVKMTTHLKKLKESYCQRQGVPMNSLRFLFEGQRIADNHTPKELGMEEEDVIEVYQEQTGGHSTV
SKN-1 block = suppressors of acrylamide-induced Pgst-4::GFP reporter in worms, primary screen, SKN-1 inhibitor project, whole organism, uHTS, GFP/RFP fluorescence ratio, strain VP596 | C. elegans VP596 Pgst-4::GFP/RFP ratio, 24 h | inhibition, % at 21.8 µM | 0.49% of 360,000 active;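 active = interference check ratio from 0.5 to 1.5 plus GFP to RFP signal ratio inhibition reaching or exceeding a fixed threshold, cut at about 30% in these data, passing the limit was not always enough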; note: some compounds called inactive have numbers as strong as hits
* = called active by the depositor; i = inactive; nt = no result given.

structure	Neddylation inh	Scp1 inh	DNMT1 inh	NadD block	LMPTP block	NRP1-CendR mod	Tb MetRS inh	STEP block	SUMO1-SIM PPI	SKN-1 block
Cc1ccccc1NC(=O)CSc1nnc(CNC(=O)c2ccc3c(c2)OCO3)n1C	i	-5	1	-2	-1.1	9	-0.1	-3	2	13
CN1C(=O)NC(c2cccc(F)c2)C2=C1CC(C)(C)CC2=O (centres undefined)	i	-4	0	-8	-1.9	-2	-0.8	2	0	9
CC(C)CC(=O)Nc1nnc(SCC(=O)Nc2nccs2)s1	i	-8	31	14	-0.8	10	-0.4	2	-3	-6
CCCNC(=O)c1cccc(COCC(F)(F)C(F)F)c1	i	0	1	2	-0.9	-18	-0.4	0	-1	4
CC1Oc2ccccc2N(CC(=O)N2CCCc3ccccc32)C1=O (centres undefined)	i	3	-1	-2	0.8	-10	-0.4	-1	0	-8
CS(=O)(=O)NCCCNc1ccc(Cl)cc1[N+](=O)[O-]	i	-6	-1	-2	2.2	4	0.6	3	-41	-17
CN(C)n1cccc1/C=C(\C#N)S(=O)(=O)c1ccc(Cl)cc1	i	-18	-5	2	0.9	-1	-0.1	-1	-6	0
CCc1nnc(NC(=O)CSc2nnc(-c3ccc(OC)cc3)n2C)s1	i	-2	-3	-1	-1.0	11	-0.1	1	0	-23

Continued, overlapping the part above by 4 compounds.
structure	Neddylation inh	Scp1 inh	DNMT1 inh	NadD block	LMPTP block	NRP1-CendR mod	Tb MetRS inh	STEP block	SUMO1-SIM PPI	SKN-1 block
CC1Oc2ccccc2N(CC(=O)N2CCCc3ccccc32)C1=O (centres undefined)	i	3	-1	-2	0.8	-10	-0.4	-1	0	-8
CS(=O)(=O)NCCCNc1ccc(Cl)cc1[N+](=O)[O-]	i	-6	-1	-2	2.2	4	0.6	3	-41	-17
CN(C)n1cccc1/C=C(\C#N)S(=O)(=O)c1ccc(Cl)cc1	i	-18	-5	2	0.9	-1	-0.1	-1	-6	0
CCc1nnc(NC(=O)CSc2nnc(-c3ccc(OC)cc3)n2C)s1	i	-2	-3	-1	-1.0	11	-0.1	1	0	-23
CCN(c1ccccc1)S(=O)(=O)c1ccc(C(=O)NNC(=O)c2ccccc2F)cc1	i	-10	1	-2	0.9	-17	0.3	2	-2	0
CC(=NNC(=S)N1CCCCC1)c1cccc(C)n1	i	-8	-3	2	-1.0	9	-0.2	24	-4	7
COc1ccc2c(CC(=O)Nc3ccc(N4CCOCC4)cc3)coc2c1	i	-3	-3	4	-3.1	-24	-0.5	3	2	-8
COc1ccc(NC2CC(=O)N(C(C)C)C2=O)cc1 (centres undefined)	i	0	-3	0	0.9	10	-0.1	-2	-27	18
CC1(C)CC(=O)C2=C(C1)N(CC1CCCO1)C(=O)NC2(C(F)(F)F)C(F)(F)F (centres undefined)	i	-7	2	-5	-1.4	10	-0.5	-1	1	4
O=C(COc1ccc(CNC[C@H]2O[C@@H](n3ccc(=O)[nH]c3=O)[C@H](O)[C@@H]2O)cc1)Nc1ccccn1	i	nt	-3	-1	-1.9	-4	-0.4	1	4	10
CC(O)[C@H]1CNCCN1CCc1cccc(F)c1 (some centres undefined)	i	3	7	-2	-1.2	10	-0.3	-1	5	4
CC(C)[C@H](NC(=O)c1ccccc1)C(=O)OCC(=O)Nc1sccc1C(N)=O	i	-1	-1	-4	2.1	1	-0.3	0	5	2
CCCc1cc(=O)oc2cc(OCC(=O)N3CCN(C(=O)C4COc5ccccc5O4)CC3)ccc12 (centres undefined)	i	-3	-3	4	1.3	6	0.9	1	-4	-6
Cc1ccccc1C(=O)N1CCN(S(=O)(=O)c2ccccc2)CC1	i	1	1	2	-1.5	3	-0.3	-4	-6	-6
CCOc1ccccc1NC(=O)Cc1cccs1	i	29	39	0	12	-8	-1.1	7	8	0
Cc1ccsc1CN(C(=O)c1ccc([N+](=O)[O-])cc1)C1CCS(=O)(=O)C1 (centres undefined)	i	-6	1	6	-1.2	18	-0.3	-1	-32	4
O=C(NCCc1ccccc1F)C1CCCN1S(=O)(=O)c1ccccc1 (centres undefined)	i	-7	-2	-4	-0.6	6	-0.2	6	4	-8
Cc1sc2nc(C3CC3)nc(N3CCN(C(=O)c4ccccc4F)CC3)c2c1C	i	1	-5	4	2.3	-6	-0.2	0	8	-4
Cc1ccc(-n2c(=S)[nH]c3[nH]ncc3c2=O)cc1	i	-9	1	-4	-3.4	12	-0.1	1	4	-1
CC(=O)NN1C(=O)/C(=C\c2ccc(Cl)cc2)SC1=S	i	-3	2	-3	0.3	-7	0.1	2	-5	-9
CCN(C(=O)COC(=O)C1CCN(S(=O)(=O)c2ccc3c(c2)OCCO3)CC1)C1CCCCC1	i	-9	2	-3	3.6	4	-0.3	0	8	13
COc1ccccc1-c1nnc(SCc2ccccn2)n1C	i	-4	-2	-4	-0.9	-16	-0.3	2	-1	-23
CC(C)(C)c1ccc(Oc2ccc(NC(=O)C3CC=CCC3C(=O)O)cc2)cc1 (centres undefined)	i	-5	1	7	0.9	5	0.1	-3	3	5
Fc1ccc(C2CCCN2Cc2nc(-c3cnccn3)no2)cc1 (centres undefined)	i	-4	-4	2	0.2	11	-0.3	-1	-5	-1
CCOC(=O)c1c(C)[nH]c2cc(Br)c(O)cc12	i	-9	2	2	-0.1	-2	0.2	0	0	25
COc1ccc(-n2ccnc(SCC(=O)NC3CCCCC3)c2=O)cc1	i	-3	2	2	1.5	-2	0.2	-2	-30	30
COc1ccc(COC(=O)CCNC(=O)c2ccc(Cl)cc2)cc1	i	-6	2	4	0.3	6	7.0*	1	1	-8
Cc1c(C(=O)NCCc2ccc(S(N)(=O)=O)cc2)cccc1[N+](=O)[O-]	i	-2	-1	-1	-0.5	-7	0.3	3	-3	4
CNC(=O)CSc1nnc(COc2ccc(Cl)cc2)n1CCOC	i	-6	4	-3	-0.9	0	0.2	0	2	-6
NC(=O)NC(=O)COC(=O)c1cccc(NS(=O)(=O)/C=C/c2ccccc2)c1	i	-1	0	-4	1.1	6	-0.4	-3	7	9
CCn1c(O)c(/C=N/N=C/c2ccc(OC)cc2)c2cc(C3=NNC(=O)CC3)ccc21	i	4	-5	-9	0.4	-214	0.6	-3	11	-1
CN1CCN(S(=O)(=O)c2cccc3nsnc23)CC1	i	-5	-1	-3	0.2	5	-0.8	-2	-40	-3
CCC(C)NC(=O)c1ccc(NC(=O)C2CCCO2)cc1 (centres undefined)	i	-2	1	-6	-0.4	2	-1.7	-2	-1	16
Cc1cc(NC(=O)C(C)SCC(=O)Nc2ccc(C(=O)OC(C)C)cc2)no1 (centres undefined)	i	nt	0	-1	0.1	5	0.1	0	6	6
Cc1nc(C)c(Oc2ccc(Cl)cc2Cl)c(=O)[nH]1	i	-1	0	-7	-1.4	-3	-0.6	-4	0	16
Cc1ccc(S(=O)(=O)N2Cc3ccccc3CC2C(=O)Nc2ccc3c(c2)OCO3)cc1 (centres undefined)	i	70*	66*	23	5.6	-14	0.1	1	8	-10
CC1=C(C(=O)OCc2ccccc2)C(c2cccc(Cl)c2Cl)NC(=O)N1CCCCCC(=O)O (centres undefined)	i	-12	4	8	-0.2	0	0.1	2	4	-2
CC(=O)Nc1ccc(OS(=O)(=O)c2c(C)cc(C)cc2C)cc1	i	11	-8	-9	0.4	-9	2.8	1	2	2
C[C@H](CO)N1C[C@H](C)[C@@H](CN(C)S(=O)(=O)c2cccs2)Oc2c(NC(=O)C3CC3)cccc2C1=O	i	3	3	-3	-1.9	18	0.1	-4	-2	12
Cc1occc1C(=O)Nc1ccc(OCc2ccccc2)cc1	i	-17	3	-8	1.5	5	-2.3	0	-1	25
CCOC(=O)c1c(C)nc(C)c(C(=O)OCC)c1-c1cccc(N)c1	i	-7	-3	-11	-2.8	0	-0.8	1	-1	2
Cc1cc(NC(=O)COC(=O)CCNS(=O)(=O)c2c(Cl)cccc2Cl)no1	i	5	-1	7	1.8	-1	-0.7	-2	-3	6
c1ccc(COc2cccc(CN3CCN(c4ccccn4)CC3)c2)cc1	i	-3	-3	-7	0.4	12	-0.1	1	3	6
COCCNC(=O)NC12CC3(C)CC(C)(CC(C)(C3)C1)C2	i	-10	1	-3	-0.6	4	-0.5	-2	-5	10
Cc1cc(NC(=O)c2ccc3c(c2)OCCO3)ccc1NC(=O)c1cc2ccccc2o1	i	-12	-6	10	5.3	6	0.0	1	-1	4
Cc1ccc[n+](-c2nc3ccccc3nc2[N-]S(=O)(=O)c2ccccc2)c1	i	-10	-2	1	-0.2	10	-0.5	5	-24	-15
CC(C)Cc1ccccc1S(N)(=O)=O	i	-8	0	4	-0.3	12	-0.2	-1	5	10
Oc1ccccc1C1=NCCNC(C(F)(F)C(F)F)=C1	i	3	-1	2	-1.1	-6	-1.2	-5	-4	-11
N/C(CC(=O)Nc1cc(C(F)(F)F)ccc1Cl)=N\O	i	-11	-1	-1	-1.2	5	-0.6	-2	19	11
Cn1c(NCc2cccnc2)nc2cc(-c3cccc(C(F)(F)F)c3)sc2c1=O	i	nt	8	2	3.3	22	0.4	0	-20	15
Cc1ccc(C)c(OCC(=O)Nc2ccccc2C(=O)NC2CC2)c1	i	-2	-1	-7	1.0	-10	-0.2	-2	5	-5
CN(C)S(=O)(=O)c1ccc(NC(=O)CN2CCCC2c2ccc3c(c2)OCCCO3)cc1 (centres undefined)	i	0	2	0	-6.5	10	-0.7	-1	-23	-6

Assay outcomes: PubChem BioAssay, several laboratories
